# PLC-gamma1 inh: PLC-gamma1 enzyme inhibitors, primary screen, biochemical, fluorescence, purified enzyme; 1-phosphatidylinositol 4,5-bisphosphate phosphodiesterase gamma-1 (Homo sapiens), P19174; inhibition, % at 12.2 µM; 0.84% of 370,000 active; fluorogenic substrate; in the data active = inhibition above about 9.5%
# TDP2 inh: human TDP2 enzyme inhibitors, primary screen, biochemical, epi absorbance, recombinant enzyme; inhibition, % at 12.8 µM; 0.34% of 370,000 active; Tyrosyl-DNA phosphodiesterase 2 (Homo sapiens), O95551; T5PNP hydrolysis, p-nitrophenol absorbance 415 nm; AID 720702, 2013;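 active = inhibition above the mean of all tested compounds plus 3 SD, set per campaign, cut at about 25% in these data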;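 also: 0% = DMSO with enzyme and 100% = buffer with substrate but no TDP2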
#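 Test system: Human TDP2 enzyme | Reagent: 5 mM T5PNP | Compound dosing: 12.8 µM single point, 1% DMSO | Incubation: Enzyme reaction with compound for 2 h at 37 °C | Technique: p-Nitrophenol epi absorbance | Read-out: % inhibition relative to enzyme-containing and enzyme-free wells | Benchmarks: High control without enzyme, low control DMSO plus TDP2 | Replicates: Singlicate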
# ADAM17 inh: ADAM17 inhibitors, primary screen, biochemical, QFRET; recombinant ADAM17, EDANS/DABCYL FRET peptide cleavage; Disintegrin and metalloproteinase domain-containing protein 17 (Homo sapiens), P78536; inhibition, % at 6.95 µM; AID 720648, 2013; 0.83% of 370,000 active;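 active = inhibition above the mean of compounds lying between control limits plus 3 SD, set per campaign, cut at about 8.5% in these data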;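 also: 0% = DMSO-only wells as the low control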
# ADAM10 inh: human ADAM10 inhibitors, primary screen, biochemical, QFRET, HTS; inhibition, % at 7 µM; 0.62% of 370,000 active; recombinant ADAM10, EDANS/DABCYL FRET peptide cleavage, 3 h; Disintegrin and metalloproteinase domain-containing protein 10 (Homo sapiens), O14672;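 active = inhibition above a per-campaign cutoff equal to the mean of compounds falling between control-based bounds plus 3 SD, cut at about 20% in these data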;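 also: 0% = DMSO wells while the 100% control is not disclosed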
# ARFGAP1 inh: inhibitors of rat ARFGAP1 GAP activity, primary screen, biochemical, fluorescence polarization, GDP tracer. AID 651572, 2012. Arfgap1-stimulated ARF1 GTP hydrolysis, GDP FP detection. inhibition, % at 16.5 µM. 0.26% of 360,000 active;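 active = inhibition above a per-plate limit, mean inhibition of low control wells plus 3 SD, cut at about 25% in these data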;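 also: 0% = DMSO wells with enzyme and 100% = wells lacking Arfgap1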
# Target sequence (Q62848 1-136 limits assumed): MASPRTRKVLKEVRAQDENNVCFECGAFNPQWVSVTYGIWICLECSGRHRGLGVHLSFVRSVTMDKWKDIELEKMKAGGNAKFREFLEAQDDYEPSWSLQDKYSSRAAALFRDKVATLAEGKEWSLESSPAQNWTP
#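 Material – truncated rat Arfgap1 GAP domain · Buffer or medium – HEPES-based buffer, pH 7.5 · Reagent – human ARF1(Δ1-17)-GTP substrate · Dosing – 16.5 µM single point, 1.26% DMSO · Schedule – GTP hydrolysis reaction 2 h at 25 °C · Technique – GDP detection by fluorescence polarization · Benchmarks – No-Arfgap1 wells (100%) versus DMSO full-reaction wells (0%) · Repeats – single replicate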
# DDE Tn6 FP inh: inhibitors of Tn6 peptide binding to fibrin DD(E), primary screen, biochemical, fluorescence polarization, human fibrin, Tn6 probe. Fibrinogen beta chain (Homo sapiens), P02675. Fibrin DD(E) TRITC-Tn6 fluorescence polarization displacement. inhibition, % at 8.3 µM. 0.21% of 370,000 active. AID 720509, 2013;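 active = inhibition above a per-campaign cutoff: mean of compounds within control limits plus 3 SD, cut at about 15% in these data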;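 also: 0% = median of all compound wells on the plate and 100% = blocking peptide control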
# Tn7 DDE FP: inhibitors of Tn7 peptide binding to fibrin DD(E), primary screen, biochemical, fluorescence polarization, human fibrin, Tn7 probe; FP displacement of FITC-Tn7 peptide from fibrin DD(E); 0% = median of compound wells per plate; inhibition, % at 8.3 µM; 0.13% of 370,000 active;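 active = inhibition above the mean of compounds falling within the control limits plus 3 SD of them, cut at about 14% in these data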;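 also: 0% = plate median of compound wells and 100% = 10 µM Aha-Tn7 peptide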
#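 Assay system: Human clot-derived fibrin DD(E) complex | Buffer or medium: Tris/NaCl/CaCl2 buffer, pH 7.8 | Repeats: One replicate per compound | Benchmarks: Aha-Tn7 high control | Measure: % inhibition scaled between sample-field median and high-control FP | Schedule: 10 min plus 3 h, room temperature | Signal: Fluorescence polarization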
# PLCb3 inh: human PLC-beta3 inhibitors, primary screen, biochemical, fluorescence. 0.18% of 370,000 active. inhibition, % at 12.2 µM. Purified PLC-beta3, fluorogenic substrate; in the data active = inhibition above about 11%;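 also: 0% = median of compound wells on plate and 100% = full blocker control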
# ASAP1 inh: inhibitors of human ASAP1 ArfGAP activity, primary screen, biochemical, fluorescence polarization. Arf-GAP with SH3 domain, ANK repeat and PH domain-containing protein 1 (Homo sapiens), …. AID 624377, 2012. inhibition, % at 16.5 µM. 0.19% of 360,000 active. ASAP1-stimulated ARF1 GTP hydrolysis, GDP FP detection; in the data active = inhibition above about 25%;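 also: 0% = vehicle with enzyme and substrate and 100% = no enzyme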
# Target sequence (Q9ULH1 325-724 limits assumed): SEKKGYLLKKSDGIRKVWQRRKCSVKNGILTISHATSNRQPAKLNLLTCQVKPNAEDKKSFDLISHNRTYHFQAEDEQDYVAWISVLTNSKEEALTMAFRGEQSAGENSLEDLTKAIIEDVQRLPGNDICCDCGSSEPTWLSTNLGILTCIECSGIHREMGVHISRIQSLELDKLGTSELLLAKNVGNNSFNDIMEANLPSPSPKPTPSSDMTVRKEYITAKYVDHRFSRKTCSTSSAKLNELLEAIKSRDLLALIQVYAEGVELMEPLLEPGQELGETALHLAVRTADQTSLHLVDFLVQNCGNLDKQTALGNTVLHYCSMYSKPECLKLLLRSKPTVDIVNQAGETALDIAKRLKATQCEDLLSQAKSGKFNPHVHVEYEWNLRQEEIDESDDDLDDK
# SIAE primary: human SIAE inhibitors, primary screen, biochemical, fluorescence polarization, FP-Rh probe, 1536-well HTS | 0.69% of 370,000 active | AID 1053197, 2014 | SIAE FP-Rh probe binding | Sialate O-acetylesterase (Homo sapiens), Q9HAT2 | inhibition, % at 9.66 µM;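 active = inhibition above a cutoff: mean of compounds within the control limits plus 3 SD of those, cut at about 17% in these data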;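 also: 0% = plate median of compound wells and 100% = probe without SIAE protein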
# Target sequence (Q9HAT2 whole entry, looked up): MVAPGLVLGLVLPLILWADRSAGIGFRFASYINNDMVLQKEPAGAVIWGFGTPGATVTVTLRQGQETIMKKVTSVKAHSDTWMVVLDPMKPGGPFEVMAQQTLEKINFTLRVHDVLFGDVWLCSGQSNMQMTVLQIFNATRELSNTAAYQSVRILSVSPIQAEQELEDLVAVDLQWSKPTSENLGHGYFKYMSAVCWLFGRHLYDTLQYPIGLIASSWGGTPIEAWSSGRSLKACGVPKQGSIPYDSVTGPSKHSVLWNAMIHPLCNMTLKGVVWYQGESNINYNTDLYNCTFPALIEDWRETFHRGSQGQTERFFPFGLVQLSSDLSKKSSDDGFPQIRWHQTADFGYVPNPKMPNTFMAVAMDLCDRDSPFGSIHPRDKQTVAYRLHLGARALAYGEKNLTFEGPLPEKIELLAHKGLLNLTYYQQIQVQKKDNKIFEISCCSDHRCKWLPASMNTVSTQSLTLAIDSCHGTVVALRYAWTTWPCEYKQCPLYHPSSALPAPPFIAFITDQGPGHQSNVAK
# Active calls of the source: *.
SMILES,PLC-gamma1 inh,TDP2 inh,ADAM17 inh,ADAM10 inh,ARFGAP1 inh,DDE Tn6 FP inh,Tn7 DDE FP,PLCb3 inh,ASAP1 inh,SIAE primary
CCn1c2ccccc2c2cc(NC(=O)COC(=O)c3cc(Cl)c(N)cc3OC)ccc21,-8.3,-1.4,-8.3,-10.5,8.7,-14.6,-0.3,-24.2,-7.5,3.9
S=C(Nc1cccc(Cl)c1)Nc1ccc2cn[nH]c2c1,-1.4,-14.6,-5.9,-26.2,12.9,8.6,-2.6,-2.7,-2.5,3.0
CC(C)NC(=O)c1ccccc1NC(=O)C(C)Oc1ccccc1 (configuration not stated),3.2,-8.2,0.3,6.9,22.1,-6.8,2.0,-0.4,-2.6,3.1
CCN(CC)c1ccc(/C=N/N=C(c2ccccc2)c2ccccc2)c(O)c1,-1.6,-17.4,0.0,0.5,-2.6,1.9,-3.1,-7.6,-1.0,1.9
Cc1nnc(NC(=O)c2cccc(S(=O)(=O)N3CCN(C)CC3)c2)s1,7.8,-8.9,4.8,1.3,-6.6,3.2,3.1,-1.5,-21.1,3.5
O=C(OCC(=O)c1cccs1)c1cccc(C(=O)OCC(=O)c2cccs2)n1,-0.9,0.5,-3.8,-8.5,-11.1,1.1,2.6,-0.2,-0.1,5.1
Cn1c(SCC(=O)c2ccccc2)nnc1-c1ccncc1,-3.0,4.4,-7.8,-8.5,3.8,3.9,7.6,-3.0,-0.8,-4.7
COC(=O)c1ccc(N2CCN(C)CC2)c(NC(=O)c2ccc(Br)o2)c1,-2.2,18.8,-2.6,-11.6,-14.8,2.4,6.8,-8.4,-7.5,5.9
COc1ccc(/C=N/NC(=O)c2ccc(NC(=O)c3cccc([N+](=O)[O-])c3)cc2)c(C(=O)O)c1OC,-2.9,-19.1,1.5,9.6,3.3,-10.7,-2.7,-16.8,10.1,-7.5
O=C(CN1CCN(C(=O)c2ccccc2)CC1)Nc1ncc(Br)cc1Br,2.1,-0.7,-2.3,-2.1,-2.0,-8.5,-4.7,-0.3,-8.2,-3.3
CCN(c1ccccc1)S(=O)(=O)c1cc(C(=O)Nc2ccc(F)c(F)c2)ccc1F,1.2,-4.1,8.5,25.7*,-1.4,-16.9,-1.0,2.1,-2.3,-143.0
COCc1c(C(=O)OCC(=O)NCCc2ccc(S(N)(=O)=O)cc2)oc2ccccc12,1.7,7.7,-2.6,-10.6,3.5,-2.2,5.2,-3.1,-7.4,-5.5
O=C(Nc1ccc(Cl)cc1)OCc1cncs1,-1.6,-20.8,-6.4,6.3,4.2,-8.3,-2.5,4.0,8.0,-8.9
COc1ccccc1Oc1ncnc2c1oc1ccccc12,-1.1,6.1,-3.2,0.5,4.4,-9.9,-5.0,-1.3,0.3,-4.5
CN(C)c1ccc(-c2ccnc3c2CC(C)(C(=O)Nc2ccc(F)c(Cl)c2)O3)cc1 (configuration not stated),-48.5,4.0,-65.5,-199.6,-4.8,-11.3,-3.0,-68.8,-6.4,6.8
O=C(NN=Cc1ccc2c(c1)OCO2)NN=Cc1ccc2c(c1)OCO2,-4.0,-1.6,-0.7,-3.9,30.7*,-6.3,-2.6,-8.1,33.9*,-2.4
CC(=O)OCC[n+]1c(C)n(-c2ccccc2)c2ccc(Cl)cc21,0.5,16.0,-1.0,5.6,8.9,-6.6,-10.3,0.5,4.6,5.4
O=C(O)CC/C(=N/NC(=O)CNC(=O)C(c1ccccc1)c1ccccc1)c1ccccc1,0.0,0.8,-0.9,-0.5,-27.9,3.3,3.5,-4.3,2.3,0.9
COc1ccccc1NC(=S)NCC1CCCCC1,0.3,0.2,-1.3,6.1,11.6,-6.9,-0.4,2.2,-10.2,7.7
Cc1ccc(C)c(S(=O)(=O)N2CCN(C(=O)c3ccc(-n4cncn4)c([N+](=O)[O-])c3)CC2)c1,2.1,-11.1,2.7,10.3,4.3,2.8,-2.6,-7.1,18.1,-4.3
COC(=O)C1=C(C)N(Cc2ccc(C(F)(F)F)cc2)C(=NCc2cccc(C(F)(F)F)c2)NC1c1ccccc1C(F)(F)F (configuration not stated),-1.8,0.1,0.1,-1.0,18.0,7.0,7.1,8.3,6.0,3.0
CC1CCC(NC(=O)C2CC(=O)N(c3ccc(Cl)cc3)C2)CC1 (configuration not stated),-3.2,5.5,-3.3,-0.1,12.6,-9.8,-3.2,-7.3,-4.0,3.7
COC(=O)[C@@H]1C[C@@H](c2ccccc2)[C@H](C)C1(C)C,9.7*,-5.3,-4.1,2.6,-1.4,0.5,5.8,6.1,3.1,1.0
CCC/C(O)=C1\C(=O)CC(c2ccccc2)CC1=NCCc1c(C)[nH]c2ccccc12 (configuration not stated),0.2,-8.8,2.1,4.0,-16.8,7.8,-4.7,-0.9,9.9,6.1
Cc1cc(C(=O)CSc2nnnn2C)c(C)n1-c1ccc2c(c1)OCCO2,-1.8,2.4,-1.9,3.6,-0.9,-1.7,-2.5,-1.0,0.6,6.0

# A stretch from further up, as a working copy:
SMILES,PLC-gamma1 inh,TDP2 inh,ADAM17 inh,ADAM10 inh,ARFGAP1 inh,DDE Tn6 FP inh,Tn7 DDE FP,PLCb3 inh,ASAP1 inh,SIAE primary
CCn1c2ccccc2c2cc(NC(=O)COC(=O)c3cc(Cl)c(N)cc3OC)ccc21,-8.3,-1.4,-8.3,-10.5,8.7,-14.6,-0.3,-24.2,-7.5,3.9
S=C(Nc1cccc(Cl)c1)Nc1ccc2cn[nH]c2c1,-1.4,-14.6,-5.9,-26.2,12.9,8.6,-2.6,-2.7,-2.5,3.0

# (cont.)
SMILES,PLC-gamma1 inh,TDP2 inh,ADAM17 inh,ADAM10 inh,ARFGAP1 inh,DDE Tn6 FP inh,Tn7 DDE FP,PLCb3 inh,ASAP1 inh,SIAE primary
CC(C)(C)C(=O)COC(=O)CNC(=O)c1ccc(Oc2ccccc2)cc1,-2.0,1.1,-5.1,-2.9,-1.6,-7.0,0.7,-1.4,3.5,-1.8
CCOC(=O)c1ccc(COC(=O)c2nonc2N)cc1,-0.8,2.5,-5.2,-6.5,-9.8,6.9,4.6,1.6,-3.4,-1.1
Cc1cc2[nH]c3ccccc3c2cn1,-11.2,6.0,-3.3,-12.6,2.5,2.1,-10.5,-18.6,0.7,4.4
Clc1ccc(NCn2cncn2)nc1,5.8,-8.0,-5.0,-5.6,10.9,3.4,-4.5,0.7,-5.5,2.0
CC(NCc1ccncc1)C12CC3CC(CC(C3)C1)C2 (configuration not stated),4.9,-8.8,1.2,-2.4,1.3,8.2,3.2,3.2,13.2,0.7
Cc1cc(-c2n[nH]c(=S)n2Cc2ccccc2)cs1,-1.7,-3.5,0.9,-1.7,5.8,-0.2,4.8,3.7,-5.5,8.9
CCn1c(SCC(=O)N2CCCC2=O)nnc1-c1cccs1,0.7,6.1,-2.6,-4.0,-3.2,2.0,3.3,-5.9,-3.0,-0.3
Cc1ccc(C(C(=O)NC2CCCCC2)N(Cc2ccccc2)C(=O)Cc2c[nH]c3ccccc23)o1 (configuration not stated),9.3,-16.7,15.0*,20.2*,0.2,-6.2,0.1,4.9,4.7,6.7
CCOC(=O)C1=C(c2ccccc2)NC(=S)NC1c1ccc(Cl)cc1 (configuration not stated),2.5,-6.5,1.6,-1.6,0.4,6.5,-1.4,-2.1,-4.7,-0.2
CCOC(=O)c1cnc(SC)nc1Nc1cccc2ccccc12,0.1,6.9,-1.8,4.5,5.8,4.8,12.4,-0.8,2.0,-1.1
CCc1ccc(NC(=O)CSc2nc(=O)n3cc(C)ccc3n2)cc1,1.4,-7.9,5.4,-4.8,7.8,-5.2,-4.7,-2.6,-0.3,-13.9
C[C@@H](CO)NC(=O)c1[nH]cnc1C(=O)Nc1ccc(CNC(=O)OC(C)(C)C)cc1,8.8,-14.7,1.2,-2.6,4.7,8.1,0.5,0.8,-8.2,0.3
CCOc1ccc(OCc2ccc(C(=O)NCc3ccncc3)o2)cc1,-0.3,-10.6,-3.9,-3.2,4.1,3.0,1.4,-3.7,-6.4,-3.8
CC1(C(=O)NCCC(F)(F)F)Cc2c(-c3ccccc3)ccnc2O1 (configuration not stated),4.3,0.0,2.3,-0.3,6.3,1.5,0.3,2.4,-6.9,-0.4
C/C(=N\O)c1noc(C)c1C(=O)Nc1nccs1,1.2,3.2,-0.1,-0.6,1.9,-4.6,-0.2,-3.3,-1.5,0.7
COc1cccc(N2CCN(CC(=O)NC(C)c3ccccc3)CC2)c1 (configuration not stated),-1.6,13.3,-0.8,2.8,12.8,0.9,-5.8,-5.7,-6.0,2.8
COc1cc(C(C)=O)ccc1OCC(=O)Nc1ccccc1N1CCCC1,2.4,-9.2,0.5,-6.3,5.4,-2.4,1.2,-7.9,3.4,10.9
N#CCN=C(c1ccccc1)c1ccccc1,-1.0,3.6,-3.7,-4.6,12.4,7.9,-5.1,1.0,10.9,1.6
COC(=O)c1ccc(C(=O)OC)c(NC2=NS(=O)(=O)c3ccccc32)c1,-8.5,3.1,-12.9,-29.1,2.1,4.2,0.0,-10.7,-3.1,-2.5
O=C(Cc1ccc(Cl)cc1)Nc1ccc(Br)cc1,-2.1,5.1,-3.4,5.0,14.4,1.7,9.3,-4.6,14.3,-2.2
Cn1c(NC(=O)c2ccc(S(=O)(=O)N3CCCCC3)cc2)cc(=O)n(C)c1=O,0.8,1.2,-0.2,0.9,-3.0,-0.6,9.6,-0.6,2.7,-3.1
O=c1c(Cc2c(F)cccc2Cl)c(O)ccn1C1CCCCCC1,1.8,-2.7,2.4,6.1,12.0,3.4,-1.6,-0.2,9.1,-2.9
CCOc1ccc(C(C(=O)NCC2CCCO2)N(C(=O)c2snc(C(N)=O)c2N)c2ccc3c(c2)OCCO3)cc1 (configuration not stated),-35.7,-4.1,-9.3,-17.3,-1.1,0.3,1.1,-67.5,1.8,-3.0
Cc1ccc(S(=O)(=O)NCC(=O)N2CCN(c3ccccn3)CC2)cc1,6.5,-9.0,-0.8,-7.9,-13.3,1.6,-0.6,4.2,9.0,-0.1
